EPAC1 ag: EPAC1 (human) agonism; 360,000 compounds, 0.073% hits; EPAC1 agonist qHTS, biochemical assay; response scale: 100% = response to 6.5 mM cAMP; Potency, µM (top dose mostly 154 µM), without a hit: at the top dose activation, most hits filed as activators; O95398; note: potency is the fitted concentration of half-maximal effect; nearly all actives have a fitted effect of over 60% in size
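Normalized to 6.5 mM cAMP, activity reflects EPAC1-catalysed release of BODIPY-GDP from Rap1B, followed kinetically over 30 min at 480 nm excitation, 540 nm emission. Reaction contained 100 nM EPAC1, 250 nM Rap1B-BODIPY-GDP, 50 uM GDP.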
GLP1R inv ag: inverse agonists of human GLP-1 receptor. P43220. HEK293 GLP-1R CRE-luciferase, luminescence, 24 h; GLP-1R form is constitutively active. Potency, µM (series often up to 38.3 µM), for the others: top-dose activity change, negative = inhibition, most hits filed as inhibitors. 410,000 compounds, 1.6% hits; note: potency is the fitted concentration of half-maximal effect; % is set by controls: 0 for no effect and ±100 for the full control effect; nearly all actives have a fitted effect of over 55% in size
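Inverse agonists were sought by their lowering of basal cAMP reporter luciferase output in HEK293 cells stably carrying constitutively active human GLP-1R, after 24 h compound treatment.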
GLP1R cytotox: cytotoxicity in counter-screen for GLP-1R inverse agonists. Potency, µM (doses to about 38.3 µM), for the others: top-dose activity change, negative = inhibition, hits mostly inhibitors. HEK293 cAMP-luciferase reporter cells, luminescence, 24 h. 410,000 compounds, 0.13% hits. AID 624418;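 note: loss of luciferase light is scored as toxicity; potency is the fitted concentration of half-maximal effect; % is set by controls: 0 for no effect and ±100 for the full control effect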
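Here, cytotoxicity is scored as loss of luminescence. The MLSMR collection was tested on cells seeded in medium containing 10% Nu serum, with a 24 hr compound exposure preceded by 12 hours of culture.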
PTHR1 ag: PTHR1 (human) receptor agonism; Q03431; HEK293 GP2 PTHR1 cells, GloSensor cAMP luminescence, 1 h; Potency, µM (doses to about 115 µM), inactives show at the highest dose activation, hits mostly activators; 410,000 compounds, 0.075% hits; AID 743266; note: potency is the fitted concentration of half-maximal effect; nearly all actives have a fitted effect of over 55% in size; some results filed as inactive show a strong effect at the top dose; inactives centre near -15; many of its hits are not listed in these tables
Target sequence (Q03431 whole entry, looked up): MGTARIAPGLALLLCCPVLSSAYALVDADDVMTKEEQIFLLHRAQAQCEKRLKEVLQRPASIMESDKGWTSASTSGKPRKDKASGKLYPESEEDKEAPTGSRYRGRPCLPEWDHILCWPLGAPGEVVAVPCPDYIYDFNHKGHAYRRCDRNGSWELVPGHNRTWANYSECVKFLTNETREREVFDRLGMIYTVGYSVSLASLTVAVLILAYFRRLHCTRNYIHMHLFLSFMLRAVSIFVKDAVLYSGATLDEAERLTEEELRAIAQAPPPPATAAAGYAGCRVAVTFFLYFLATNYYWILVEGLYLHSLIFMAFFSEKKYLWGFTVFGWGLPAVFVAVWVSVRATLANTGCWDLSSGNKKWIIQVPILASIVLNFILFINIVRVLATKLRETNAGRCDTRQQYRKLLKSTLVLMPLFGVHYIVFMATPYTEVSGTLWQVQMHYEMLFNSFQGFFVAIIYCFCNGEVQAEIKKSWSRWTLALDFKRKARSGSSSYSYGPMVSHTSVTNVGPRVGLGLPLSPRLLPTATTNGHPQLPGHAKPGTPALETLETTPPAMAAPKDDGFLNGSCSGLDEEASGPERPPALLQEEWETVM
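HEK-293-derived GP2 cells expressing PTHR1 and a GloSensor cAMP reporter, 3,000/well, plated overnight, given luciferin plus IBMX (each 0.5 mM as added) for 1 h at 37 °C, then compound for 1 h at 37 °C. Luminescence was read after 15 min at room temperature.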
IL2 activator: activators of IL-2; 360,000 compounds, 0.065% hits; activation, % (series mostly up to about 46 µM); IL-2 activation reporter assay, cell-based qHTS; stimulated with anti-CD3/CD4/CD28 beads; in transgenic mouse T cells; in the data active = activation above about 50%; inconclusive = mostly about 30% to 49%; note: 0% is about no effect
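Using fluorescent plate cytometry, EGFP and DsRed are detected in transgenic mouse T cells stimulated 18 h at 37 degrees C with antibody-coated beads after 60 min compound pretreatment.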
GLP-1R agonist: activates the human GLP-1 receptor | P43220 | AID 624172 | Potency, µM (highest dose often 45.6 µM), for the others: top-dose activation, hits mostly activators | HEK293 GLP-1R CRE-luciferase, luminescence, 4-6 h; cells express a hypersensitive GLP-1R form | 380,000 compounds, 0.007% hits; note: potency is the fitted concentration of half-maximal effect; % of control where 0% means no effect
EPAC1 antagonist: EPAC1 (human) antagonism | Potency, µM (series often up to 115 µM), inactives show top-dose activity change, negative = inhibition, actives largely listed as inhibitors | 360,000 compounds, 0.14% hits | EPAC1 GEF assay, Rap1b-BODIPY-GDP exchange fluorescence | O95398;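 note: potency is the fitted concentration of half-maximal effect; plate controls were vehicle for no effect and positive control for full effect; nearly all actives have a fitted effect of over 50% in size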
PI5P4Ka inh: inhibitors of human PI5P4K alpha; max response, %; 330,000 compounds, 1.2% hits; PI5P4Kalpha enzyme, ADP-Glo luminescence, 60 min; active compounds read low; P48426; AID 652105; active = max response of -50% or lower; inconclusive = between -30% and -50%; inactive = -30% or higher; note: value at the top dose of about 77 µM; % is set by controls: 0 for no effect and ±100 for the full control effect
Target sequence (P48426 whole entry, looked up): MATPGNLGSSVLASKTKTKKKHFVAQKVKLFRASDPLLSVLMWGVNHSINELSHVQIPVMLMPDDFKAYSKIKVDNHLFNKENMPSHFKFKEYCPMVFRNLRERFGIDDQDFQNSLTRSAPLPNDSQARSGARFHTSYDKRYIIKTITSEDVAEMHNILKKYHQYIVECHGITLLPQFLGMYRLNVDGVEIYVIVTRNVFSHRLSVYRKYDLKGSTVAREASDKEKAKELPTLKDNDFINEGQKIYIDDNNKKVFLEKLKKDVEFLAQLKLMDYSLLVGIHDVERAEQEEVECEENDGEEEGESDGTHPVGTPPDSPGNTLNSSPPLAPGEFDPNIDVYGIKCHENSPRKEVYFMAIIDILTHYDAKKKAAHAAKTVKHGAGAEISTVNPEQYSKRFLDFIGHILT
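Quantitative HTS of the MLSMR library against PI5P4Kalpha with substrate. ATP added last at 5 microM final; room temperature, 60 minutes. Remaining ATP depleted, ADP converted and read as luminescence.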
PLK1 PBD block: blocks phosphopeptide binding to human PLK1 polo-box domain | 360,000 compounds, 2.8% hits | AID 720504 | Potency, µM, for inactives: max response, negative = inhibition, usual class: inhibitors | Plk1 PBD binding of FITC phosphopeptide, fluorescence polarization; note: potency is the fitted concentration of half-maximal effect; series mostly up to about 57 µM; % is set by controls: 0 for no effect and ±100 for the full control effect; nearly all actives have a fitted effect of over 65% in size
Active calls of the source: *; i = inactive; ? = inconclusive; . = no result given; [ ] = dose if it differs, or a comment. Unless noted, calls come from the whole dose curve; as a rule, active = well fitted curve in the direction sought with a large enough effect; inconclusive = small, poorly fitted or top-dose-only effect, or another doubt; inactive = no such curve, though single readings can be large; an effect the other way counts as inactive or inconclusive. Only part of the results is shown; rates above refer to the full screens.

SMILES	EPAC1 ag	GLP1R inv ag	GLP1R cytotox	PTHR1 ag	IL2 activator	GLP-1R agonist	EPAC1 antagonist	PI5P4Ka inh	PLK1 PBD block
CCCCNC(=O)Cn1cnc2c(cnn2-c2ccc(C)cc2)c1=O	0.6%	7.6%	-7.6%	-1.1%	-1.4	-9.2%	-16.1%	-0.3	5.3%
NC(=O)CSc1nnc(-c2ccc(S(=O)(=O)N3CCCC3)cc2)n1Cc1ccco1	-5.6%	0.0%	0.3%	-7.1%	2.5	-8.0%	8.4%	.	-1.7%
CC(=O)c1cccc(OCC(=O)OCC(=O)Nc2cc(S(=O)(=O)N3CCCCC3)ccc2C)c1	6.0%	-13.3%	-3.6%	-21.0%	-4.4	-9.9%	-22.8%	2.0	-15.8%
CC1CC(C)(C)CC2(C1)NC(=O)N(CC(=O)N1CCN(S(=O)(=O)c3cccs3)CC1)C2=O (stereo not given)	-20.1%	?	-36.2%	i	0.0	-7.7%	-9.2%	-11.1	-2.7%
COc1ccc(Nc2nnc(SCC(=O)c3cc(C)n(CC4CCCO4)c3C)s2)cc1 (stereo not given)	6.0%	?	-17.5%	-90.7%[inhibitor]	-1.7	1.9%	14.1%	-11.0	-10.0%
O=P(C1=C(N2CCOCC2)/C(=C\c2ccccc2)CC1)(N1CCOCC1)N1CCOCC1	4.2%	0.5%	-14.8%	-19.9%[57.5 µM]	-0.2	4.7%	6.2%	.	-4.8%
O=C1c2ccccc2S(=O)(=O)N1CC1CC(c2ccc(Cl)cc2)=NO1 (stereo not given)	6.6%	3.8%	5.1%	-39.9%[inhibitor]	1.1	-7.8%	8.2%	5.1	-7.4%
Cc1cccc(-c2noc(CN(C)C(=O)c3ccoc3C)n2)c1	8.4%	?	-11.4%	-26.5%	-0.2	23.3%	9.2%	3.6	-5.9%
CC(C)CC(NC(=O)OC(C)(C)C)c1cn([C@@H](Cc2ccc(O)cc2)C(=O)N2CCN(C(=O)OC(C)(C)C)CC2)nn1 (stereo not given in full)	-22.0%	-29.3%	-1.2%	-12.8%	-0.5	11.0%	-14.8%	0.0	-3.1%
CCN(CC)CCCNC(=O)CNC(=O)c1nn(-c2ccc(OC)cc2OC)c(=O)c2ccccc12	-5.9%	2.2%	-3.1%	-10.9%	-0.7	-0.6%	13.0%	5.3	2.2%
COC(=O)c1cn(C(=O)c2ccc(OC)c(OC)c2)c2ccccc12	15.7%	12.0%	-11.9%	i	2.4	20.0%	-23.8%	11.8	-6.8%
O=C(O)c1ccc(OCc2occc2C(=O)O)cc1	-5.8%	8.6%	-0.7%	-12.5%	-2.2	-1.4%	4.8%	-4.9	-5.5%
Cc1sc(NC(=O)Cn2[nH]c(=O)c3ccccc3c2=O)nc1-c1ccccc1	-1.1%	-1.9%	-24.2%	i	0.2	-0.2%	-17.4%	?	-0.1%
Cc1cc(NC(=O)C(C)N2C(=O)c3ccccc3S2(=O)=O)no1 (stereo not given)	9.6%	-0.1%	-0.4%	i	-4.0	2.2%	-0.1%	8.1	-11.9%
Cc1ccc(Cl)cc1NC(=O)CSc1nnc(C)n1-c1ccccc1	5.9%	3.7%	-3.0%	i	-0.8	9.5%	17.3%	.	2.1%
CC(C)(C)C(=O)NC(=S)NNC(=O)c1ccc(-c2ccccc2)cc1	3.4%	?	-38.3%	-14.6%	0.5	5.4%	-2.6%	0.3	-11.7%
O=C(CN1CCN(C(=O)c2cccc(F)c2)CC1)Nc1ccccc1F	3.2%	0.0%	12.5%	i	-3.9	-5.5%	-1.9%	8.2	-5.9%
O=C(Nc1ccccc1C(=O)N1CCN(CCO)CC1)c1cccc([N+](=O)[O-])c1	-8.9%	-2.0%	-0.9%	-6.1%	0.9	-8.6%	-0.3%	-3.6	-3.7%
CC(C)CCOCC(=O)Oc1ccccc1C(=O)O	-10.4%	0.3%	-4.3%	i	-0.1	-10.7%	3.8%	-4.6	-4.3%
CN(Cc1ccccc1)C(=O)Cn1c(=O)oc2cc(S(=O)(=O)N3CCCC3)ccc21	1.5%	-1.5%	1.2%	i	2.0	-1.9%	-1.8%	-3.1	-0.4%
COc1cc(Cl)c(C)cc1NC(=O)CSC1=NCCS1	15.0%	?	-34.1%	-18.9%	-0.4	6.6%	-4.9%	14.5	-5.9%
Cc1c(CCOC(=O)c2cc([N+](=O)[O-])cc([N+](=O)[O-])c2)sc[n+]1CC(=O)c1ccc(Br)cc1	14.1%	-30.7%	0.6%	-5.8%	-5.1	15.6%	-26.6%	23.6	-16.5%
CCC1=C(OC(=O)N(CC)CC)N2C(=O)OC(=NCC3CC3)[C@]2(Cc2ccccc2)[C@H]2C1=CC[C@H]1C(=O)N(C)C(=O)[C@H]12	-13.4%	-26.7%	11.5%	-10.1%	1.1	-2.2%	-12.3%	4.4	-2.2%
COCCN1C(=O)CCC1(C)c1nnnn1-c1c(C)cccc1C (stereo not given)	5.5%	11.4%	1.3%	-4.6%	-0.3	-1.2%	2.0%	1.6	-13.7%
COc1ccccc1CNC(=O)c1oc2ccc(S(=O)(=O)N3CCOCC3)cc2c1C	12.2%	1.7%	-28.3%	-4.5%	-3.8	29.8%	2.8%	-7.4	-16.3%

Only IL2 activator, for some of the entries so far:
compound	IL2 activator
CC(C)CC(NC(=O)OC(C)(C)C)c1cn([C@@H](Cc2ccc(O)cc2)C(=O)N2CCN(C(=O)OC(C)(C)C)CC2)nn1 (stereo not given in full)	-0.5
CCN(CC)CCCNC(=O)CNC(=O)c1nn(-c2ccc(OC)cc2OC)c(=O)c2ccccc12	-0.7

Quoted from the listing (three entries):
SMILES	EPAC1 ag	GLP1R inv ag	GLP1R cytotox	PTHR1 ag	IL2 activator	GLP-1R agonist	EPAC1 antagonist	PI5P4Ka inh	PLK1 PBD block
CCC1=C(OC(=O)N(CC)CC)N2C(=O)OC(=NCC3CC3)[C@]2(Cc2ccccc2)[C@H]2C1=CC[C@H]1C(=O)N(C)C(=O)[C@H]12	-13.4%	-26.7%	11.5%	-10.1%	1.1	-2.2%	-12.3%	4.4	-2.2%
COCCN1C(=O)CCC1(C)c1nnnn1-c1c(C)cccc1C (stereo not given)	5.5%	11.4%	1.3%	-4.6%	-0.3	-1.2%	2.0%	1.6	-13.7%
COc1ccccc1CNC(=O)c1oc2ccc(S(=O)(=O)N3CCOCC3)cc2c1C	12.2%	1.7%	-28.3%	-4.5%	-3.8	29.8%	2.8%	-7.4	-16.3%

Next part.
SMILES	EPAC1 ag	GLP1R inv ag	GLP1R cytotox	PTHR1 ag	IL2 activator	GLP-1R agonist	EPAC1 antagonist	PI5P4Ka inh	PLK1 PBD block
O=C(/C=C/c1cccc([N+](=O)[O-])c1)N1CCN(C(=O)c2ccco2)CC1	-1.4%	4.1%	4.8%	i	-0.9	3.7%	-24.7%	2.9	-5.0%
Cc1ccc(C)c(CC(=O)N2CCCC(c3cc(C(=O)NCc4cccnc4)no3)C2)c1 (stereo not given)	-13.9%	3.6%	1.1%	i	0.2	3.8%	-15.8%	-3.2	-2.8%
Oc1ccc(Cl)cc1CNCc1ccc(Cl)cc1	-5.0%	-0.6%	-9.0%	i	0.8	13.1%	-12.4%	1.2	-15.3%
CCN(CC)CCn1c(C)nc2c(sc3nc4c(cc32)COC(C)(C)C4)c1=O	-10.8%	-19.8%	-2.6%	?	-2.9	0.0%	-19.4%	4.0	3.9%
O=S(=O)(c1ccc(F)cc1)N1CCC2(CC1)OCCN2S(=O)(=O)c1cccs1	3.5%	-28.9%	-0.7%	-19.5%	-4.2	7.9%	-12.4%	2.5	-0.4%
CN(/N=C/c1cc([N+](=O)[O-])ccc1O)c1ccccc1	2.1%	11.8%	0.8%	-22.9%	-0.5	0.0%	-6.4%	8.9	-1.7%
COc1ccccc1OCCn1c(CO)nc2ccccc21	1.1%	9.7%	12.5%	i	0.7	-0.7%	12.5%	0.2	-2.5%
COc1ccc(C(=O)NCC(=O)OCC(=O)c2ccc3c(c2)NC(=O)CO3)cc1	1.7%	13.5%	6.0%	-5.7%	-2.9	-0.4%	5.7%	-1.9	-1.0%
COCCNC(=S)N=Nc1c(O)[nH]c2c(C)cc(C)cc12	-11.6%	13.6%	?	i	-0.4	3.2%	-26.6%	-11.3	-3.1%
O=C(Nc1ccc(F)cc1F)Nc1csc2ccccc12	5.7%	10µM*	3.3%	-20.6%	-0.8	-17.8%	-26.6%	-2.0	-8.6%
CC1CCN(CCn2c(=S)[nH]c3cc4c(cc3c2=O)OCO4)CC1	-9.8%	-8.8%	-2.1%	i	0.1	4.5%	18.4%	-5.5	0.8%
COc1ccc(OCC(=O)NC(=S)Nc2ccc3c4c(cccc24)CC3)cc1	-0.3%	33.5%[activator]	-18.5%	-22.2%	-1.1	14.7%	-7.6%	7.6	-6.9%
COCc1nnc(NC(=O)c2ccccc2Oc2ccccc2)s1	6.0%	-6.1%	-6.3%	-10.1%	-2.4	13.3%	-17.1%	0.1	-6.4%
Cc1cc(NC(=O)CS(=O)(=O)c2ccc(F)cc2)no1	-1.4%	14.9%	0.8%	i	4.5	2.7%	-1.6%	27.9	-0.4%
CCN(CC)CCN(C(=O)/C=C/c1cccs1)c1nc2ccc(C)cc2s1	3.0%	-5.3%	-10.8%	-7.7%	-0.5	-1.3%	4.2%	4.0	-6.9%
COc1ccc(C(CNC(=O)CSc2ccccc2C)N(C)C)cc1 (stereo not given)	14.2%	-15.6%	-12.3%	i	-1.6	15.3%	-0.1%	-4.4	-29.3%
Cc1cc(C)cc(NC(=O)c2cc(C)nn2C)c1	-5.8%	13.1%	7.5%	i	2.2	5.5%	-12.4%	-3.6	-8.0%
CC(O)(c1ccc(F)c(F)c1)c1nc(-c2cccc(C(F)(F)F)c2)cs1 (stereo not given)	-18.6%	?	-2.7%	-45.6%[inhibitor]	-0.4	-2.7%	-17.0%	23.9	2.0%
O=C(CCCN1C(=O)c2cccc3cccc(c23)C1=O)NCCN1CCOCC1	11.8%	3.6%	-4.6%	i	-3.3	5.6%	0.9%	0.3	-10.5%

Screening results from PubChem.
